ELG1 repair inh: qHTS screen for small molecules that inhibit ELG1-dependent DNA repair in human embryonic kidney (HEK293T) cells expressing luciferase-tagged ELG1 | HEK293T ELG1-luciferase reporter, luminescence, 16 h; DNA damage induced by 5-fluorouridine | Potency, µM (highest dose often 46.1 µM), for the others: top-dose activity change, negative = inhibition, hits mostly inhibitors | AID 504467, 2011 | 2.3% of 330,000 active; further: potency means the concentration at half of the fitted maximal effect; on the % scale 0 is the no-effect control and ±100 the full control effect; nearly all actives have a fitted effect of over 55% in size
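Reporter activity after DNA damage by 5-fluorouridine is monitored. Compound-treated cells incubate 16 hr at 37 °C, then ONE-Glo is added for 30 min before luminescence reading.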
BCR signal inh: qHTS Assay to Find Inhibitors of Chronic Active B-Cell Receptor Signaling; Potency, µM (top dose mostly 46.1 µM), without a hit: top-dose ratio change, negative = lower green/red ratio, most hits filed as inhibitors; ABC-DLBCL IkBa-CBG/CBR reporter, luminescence ratio, 4 h; 0.05% of 340,000 active; active means well fitted inhibition curve with a large enough effect in the signal ratio, with a control signal flat, not every such curve was filed as active; inconclusive means small, poorly fitted or top-dose-only effect, or effect the other way, or a change in a side signal; the % refers to the signal ratio;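 further: potency means the concentration at half of the fitted maximal effect; plate controls were basal doxycycline-induced cells for no effect and cells given 10 µM MG132 for full effect; MG132 reads +100%, hits lower the ratio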
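TMD8 ABC-DLBCL cells carrying doxycycline-inducible green luciferase fused to IkappaBalpha plus unfused red luciferase were exposed to compounds (up to 46 uM) for 4 hrs at 37C. Activity came from the overlap-corrected green/red luminescence ratio.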
Tb PFK inh: qHTS Assay to Find Inhibitors of T. brucei phosphofructokinase; AID 485367, 2010; Potency, µM (series often up to 57.5 µM), for the others: at the top dose activity, negative = inhibition, hits mostly inhibitors; ATP-dependent 6-phosphofructokinase (Trypanosoma brucei brucei), O15648; 0.17% of 330,000 active; T. brucei PFK, ADP-Glo luminescence;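 further: potency means the concentration at half of the fitted maximal effect; 0% = uninhibited 1x PFK enzyme wells and -100% = no-enzyme wells; nearly all actives have a fitted effect of over 60% in size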
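Compounds were pin-transferred as a titration series up to 57 uM into substrate buffer (0.5 mM F6P, 0.1 mM ATP, pH 8.0), then 1.25 nM PFK was added and reactions ran 45 min before ADP-Glo detection.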
USP2a block: qHTS Assay for Inhibitors of Ubiquitin-specific Protease USP2a Using CHOP2 as the Reporter; USP2 core, Ub-CHOP2 coupled fluorogenic reporter, 485/531; Potency, µM (titrated, usually from 38.3 µM), inactives show top-dose activity change, negative = inhibition, hits mostly inhibitors; 0.01% of 330,000 active; AID 463254, 2010;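 further: potency means the concentration at half of the fitted maximal effect; plate controls were DMSO wells for no effect and full inhibition by NEM control for full effect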
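USP2 core (10nM final) preincubated 30min RT with compound in 20mM Tris-HCl pH 8.0, 2mM CaCl2, 2mM beta-mercaptoethanol, 0.05% CHAPS; 25nM Ub-CHOP2 plus 25nM reporter substrate added, fluorescence (Ex485/Em531) read after 60min.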
TSHR antagonist: Antagonists of the Thyroid Stimulating Hormone Receptor: HTS campaign; Thyrotropin receptor (Homo sapiens), P16473; TSHR-expressing cells, TSH-stimulated cAMP HTRF, 2 h; active compounds read low; activity change, negative = inhibition, % at 11.5 µM; 0.2% of 330,000 active; AID 504810, 2011;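 active means activity change below a set negative limit, meaning inhibition stronger than a set level, cut at about -70% in these data; inconclusive means activity change between two set negative limits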; further: on the % scale 0 is the no-effect control and ±100 the full control effect
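Read-out is FRET at 665 nm (cryptate excitation 337 nm) from a cryptate-tagged anti-cAMP antibody, competed by cell cAMP against cAMP-d2. Compounds are tested on freshly harvested TSHR cells challenged with 4nM TSH (EC80) for 2 hours at 37 deg C.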
Eya2 inh: qHTS Assay for Inhibitors of the Phosphatase Activity of Eya2 | Protein phosphatase EYA2 (Homo sapiens), O00167 | recombinant Eya2, OMFP fluorescence dephosphorylation (OMFP is methylfluorescein phosphate) | Potency, µM (doses to about 76.9 µM), for the others: top-dose activity, negative = inhibition, hits mostly inhibitors | 0.006% of 330,000 active | AID 488837, 2010; further: potency means the concentration at half of the fitted maximal effect; on the % scale 0 is the no-effect control and ±100 the full control effect
Target sequence (O00167 whole entry, looked up): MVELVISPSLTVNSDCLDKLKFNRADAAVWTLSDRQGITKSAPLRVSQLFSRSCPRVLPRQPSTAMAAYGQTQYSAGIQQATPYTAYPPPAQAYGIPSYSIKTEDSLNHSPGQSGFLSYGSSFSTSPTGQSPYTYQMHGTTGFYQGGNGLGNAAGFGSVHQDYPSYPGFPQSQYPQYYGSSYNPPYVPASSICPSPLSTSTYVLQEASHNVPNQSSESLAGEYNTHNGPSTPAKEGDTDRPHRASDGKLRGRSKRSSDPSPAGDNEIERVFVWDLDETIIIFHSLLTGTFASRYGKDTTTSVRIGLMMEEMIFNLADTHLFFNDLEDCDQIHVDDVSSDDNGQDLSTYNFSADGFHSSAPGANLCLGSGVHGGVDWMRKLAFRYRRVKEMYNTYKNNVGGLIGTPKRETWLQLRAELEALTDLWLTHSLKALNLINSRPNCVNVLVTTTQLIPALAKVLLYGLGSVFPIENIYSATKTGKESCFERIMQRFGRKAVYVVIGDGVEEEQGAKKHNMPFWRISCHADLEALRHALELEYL
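Eya2 protein (added as 0.2 uM solution) was preincubated with compound for 10 min at ambient temperature in 50 mM HEPES pH 7.5, 50 mM NaCl, 5 uM MgCl2, 0.05% BSA, 1 mM DTT. OMFP (added at 50 uM) then reacted 10 min; fluorescence read at 485/525 nm.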
TCR activator: Activators of T cell receptors: qHTS campaign; primary human leukocytes, anti-CD3, IL-2 HTRF, 48 h; Potency, µM (series often up to 9.22 µM), without a hit: at the highest dose activation of IL-2 secretion, hits mostly activators; 330,000 tested, under 10 active; further: % of control where 0% means no effect
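Using a-CD3 beads without co-stimulation, primary human leukocytes were exposed to compounds for 48 hr. An HTRF IL-2 kit measured the cytokine, with europium-to-d2 energy transfer producing emission at 665nm upon 320nm excitation.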
uPA generation: qHTS for Inhibitors of Cell Surface uPA Generation; cell surface uPA generation assay, qHTS; Potency, µM (series often up to 38.3 µM), without a hit: top-dose activity change, negative = inhibition, usual class: inhibitors; 0.31% of 330,000 active; AID 540303, 2011; active means well fitted inhibition curve with a large enough effect; inconclusive means small, poorly fitted or top-dose-only effect; inactive means no such curve, though single readings can be large or run the other way; tested in mouse RAW 264.7 cells; further: potency means the concentration at half of the fitted maximal effect; on the % scale 0 is the no-effect control and ±100 the full control effect; nearly all actives have a fitted effect of over 55% in size
PTAP TSG101 blk: qHTS Assay for Iinhibitors of HIV-1 Budding by Blocking the Interaction of PTAP/TSG101. Tumor susceptibility gene 101 protein (Homo sapiens), Q99816. Fluorescence polarization, FITC-PTAP peptide / Tsg101 binding. Potency, µM (highest dose often 115 µM), for the others: at the top dose activity change, negative = inhibition, usual class: inhibitors. 340,000 tested, under 10 active. AID 493005, 2010; active means well fitted inhibition curve with a large enough effect in the main read-out, with a control signal flat, not every such curve was filed as active; inconclusive means small, poorly fitted or top-dose-only effect, or effect the other way, or a change in a side signal; inactive means no such curve, though single readings can be large or run the other way; further: potency means the concentration at half of the fitted maximal effect; % of control where 0% means no effect
Target sequence (Q99816 whole entry, looked up): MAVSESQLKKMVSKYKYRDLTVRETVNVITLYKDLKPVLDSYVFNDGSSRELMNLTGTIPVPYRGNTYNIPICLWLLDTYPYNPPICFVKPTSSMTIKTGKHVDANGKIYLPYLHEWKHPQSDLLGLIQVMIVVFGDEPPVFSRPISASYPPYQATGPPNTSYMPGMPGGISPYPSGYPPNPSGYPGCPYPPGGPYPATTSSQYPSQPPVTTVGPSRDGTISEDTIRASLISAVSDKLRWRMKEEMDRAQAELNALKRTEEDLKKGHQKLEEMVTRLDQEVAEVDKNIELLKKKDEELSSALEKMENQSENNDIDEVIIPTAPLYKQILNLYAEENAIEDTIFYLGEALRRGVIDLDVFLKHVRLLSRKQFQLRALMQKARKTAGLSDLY
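Tsg101 binding domain (10 uM final) was mixed with compound and a FITC-labeled PTAP peptide (50 nM final) in HEPES pH 7.5 buffer with NaCl, Tween 20, EDTA and TCEP; fluorescence polarization was read after 20 min at r.t.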
Mito fusion act: qHTS Assay for Small Molecule Inhibitors of Mitochondrial Division or Activators of Mitochondrial Fusion. S. cerevisiae fusion-defective mutant growth rescue, CellTiterGlo 48 h. Potency, µM (doses to about 46.1 µM), for the others: top-dose growth rescue (activation), most hits filed as activators. 0.23% of 320,000 active. AID 485298, 2010;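 further: potency means the concentration at half of the fitted maximal effect; % of control where 0% means no effect; nearly all actives have a fitted effect of over 45% in size; temperature-sensitive fusion mutants such as fzo1-1 at 37 °C on non-fermentable ethanol glycerol medium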
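Compounds are tested for their ability to restore growth of mitochondrial fusion-defective yeast strains at non-permissive 37C in YPEG medium over 48 hours. Viability is quantified by luciferase luminescence.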
B2AR arrestin: qHTS assay of beta-arrestin-biased ligands of beta2-adrenergic receptor; beta-arrestin recruitment to beta2AR, cell-based reporter; 0.02% of 330,000 active; Potency, µM (doses to about 46.1 µM), for the others: at the highest dose activation, usual class: activators; AID 492947, 2010; Beta-2 adrenergic receptor (Homo sapiens), P07550;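 further: potency means the concentration at half of the fitted maximal effect; 0% = DMSO controls and full agonism = EC100 isoproterenol or metaproterenol; nearly all actives have a fitted effect of over 65% in size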
Active calls of the source: *; ? = inconclusive; nt = no result given; [ ] = another dose, or the depositor's remark. Unless noted, the call rests on the fitted dose curve; in most records, active means well fitted curve in the direction sought with a large enough effect; inconclusive means small, poorly fitted or top-dose-only effect, or another doubt; inactive means no such curve, though single readings can be large; an effect the other way counts as inactive or inconclusive.

No. | canonical_smiles | USP2a block | Mito fusion act | B2AR arrestin | TSHR antagonist | uPA generation | Eya2 inh | ELG1 repair inh | BCR signal inh | TCR activator | Tb PFK inh | PTAP TSG101 blk
1 | Cc1cccc(C)c1NC(=O)COc1ccc2c(C)c(Cc3ccccc3)c(=O)oc2c1 | 2% | 1% | -0.6% | -11 | -1% | -11% | ? | 5% | 0%[46.1 µM] | -2% | -2%
2 | C/C(=N/Nc1ccc([N+](=O)[O-])cc1)c1ccc(C)cc1C | -2% | 15% | 0.3% | -26 | -7% | -8% | ? | ? | 4% | -13% | 2%
3 | O=C(O)c1cccc(NC(=O)c2cccc(NC(=O)C3CCCO3)c2)c1 (configuration not stated) | 2% | -1% | -0.4% | -7 | -1% | -1% | ? | ? | -1% | -2% | -7%
4 | Cc1ccc(OC(=O)c2ccc(N3CCOCC3)c([N+](=O)[O-])c2)cc1 | -1% | 4% | 0.5% | 24 | -1% | -10% | 16% | 4% | 0% | -3% | -9%
5 | CC1CCC(NC(=O)c2ccc3nc[nH]c3c2)CC1 (configuration not stated) | -1% | -2% | 0.3% | 28 | 0% | -11% | ? | 4% | 3% | 2% | -2%
6 | Cn1nc(C(=O)NCCc2ccc3c(c2)OCCO3)c2ccccc2c1=O | -1% | 7% | -0.2% | -9 | 3% | 13% | ? | 0% | 0% | 0% | 0%
7 | Cc1cc(C)cc(NC(=O)CSc2nc3[nH]ncc3c(=O)[nH]2)c1 | 1% | -2% | -0.8% | 10 | 2% | -1% | 4% | 22% | -9%[46.1 µM] | -1% | 1%
8 | C/C=C/c1ccc(OCC(=O)Nc2ccncc2)c(OC)c1 | 1% | -8% | -0.8% | -13 | -2% | 14% | 5% | 1% | 3% | -1% | -1%
9 | CC(CCN1CCN(CCO)CC1)c1ccccc1 (configuration not stated) | -2% | 0% | 0.3% | -10 | 11% | -5% | -10% | 9% | -7% | 1% | -2%
10 | Cc1ccc(S(=O)(=O)N2CCCC2C(=O)NC2CCCCC2)cc1 (configuration not stated) | 1% | 5% | -0.4% | -10 | -3% | -1% | -19% | 0% | -3% | -1% | -6%
11 | O=C(CC1CCCCC1)N=C1SC2CS(=O)(=O)CC2N1c1ccccc1 (configuration not stated) | 2% | 1% | 0.0% | -10 | -7% | -7% | 9% | -2% | 0% | 0% | -6%
12 | Cc1ccc(S(=O)(=O)N2CCC(C(=O)NC3CCCCC3C)CC2)cc1 (configuration not stated) | -1% | 28% | -0.4% | 3 | 7% | -5% | 0% | -3% | -3% | -2% | -3%
13 | O=C1CC2C(=O)NCCN2C(=NC(=O)c2ccc(Cl)cc2)N1 (configuration not stated) | -3% | 0% | 0.2% | -8 | 7% | 8% | 4% | 5% | -2% | -5% | -4%
14 | CCC(C)Sc1ccc([C@H]2N[C@@](Cc3ccccc3)(C(=O)OC)[C@H]3C(=O)N(CC)C(=O)[C@@H]23)cc1 (some centres not stated) | 2% | ? | -0.8% | -15 | ? | -13% | ? | 8% | -2% | -9% | -14%
15 | O=S(=O)(Nc1ccccc1Cl)c1ccc(NS(=O)(=O)c2cccs2)cc1 | -1% | 8% | -0.4% | 9 | -4% | 4% | -1% | 1% | -5% | 4% | -2%
16 | CCN1CCCC(NC(=O)c2cc([N+](=O)[O-])ccc2OC)C1 (configuration not stated) | -15% | 0% | 0.1% | 4 | 1% | -3% | -7% | -2% | -11%[46.1 µM] | 6% | -12%
17 | Oc1ccc(-c2[nH]ncc2-c2ccc(Br)cc2)c(O)c1 | 2% | 7% | -0.6% | -4 | -9% | -1% | ? | ? | 4% | 7% | -5%
18 | N#Cc1ccc(C#Cc2ccc3oc4ccccc4c(=O)c3c2)cc1 | 0% | nt | -0.3% | -5 | -2% | 12% | ? | 2% | -4% | 6% | 3%
19 | COC(=O)C1(CCSC)NC(c2ccc(O)cc2)C2C(=O)N(c3ccc4c(c3)OCCO4)C(=O)C21 (configuration not stated) | 0% | 1% | -0.3% | -11 | 6% | 1% | ? | 0% | 2% | 1% | -10%
20 | CN(C)C(CNC(=O)CCNC(=O)c1ccc(Cl)cc1)c1ccco1 (configuration not stated) | 1% | -10% | -0.1% | 2 | 9% | 4% | -3% | -7% | -4% | -2% | 0%
21 | CCC1Oc2ccccc2N(CC(=O)Nc2ccc(OC)cc2OC)C1=O (configuration not stated) | 0% | -6% | -0.2% | -1 | nt | -27% | 15% | -13% | nt | 2% | -8%
22 | Cn1ccc(C(=O)Nc2sc3c(c2C(N)=O)CCCCC3)n1 | 0% | -6% | 0.0% | -11 | -9% | -1% | ? | 11% | nt | -10% | -1%
23 | Nc1nnc(SCC(=O)OCC(=O)Nc2ccc(Br)cc2)s1 | 1% | 0% | -1.5% | 7 | -22% | 1% | 5% | 4% | -2%[46.1 µM] | -3% | -3%
24 | COc1ccc(CN2CCN(C(=O)CC(C)C)CC2)cc1OC | 0% | 0% | -0.3% | 50 | 2% | -5% | 10% | -2% | 6% | 3% | -5%
25 | CC1O[C@@H](O[C@H](C)CC/C=C/C(=O)O)C(O)C[C@H]1O (some centres not stated) | -1% | -4% | -0.2% | -6 | -5% | 1% | ? | -19% | -2% | 0% | -2%
26 | Cc1ccc(-n2c(C)cc(=O)cc2C)cc1[N+](=O)[O-] | 2% | -13% | -1.2% | 18 | 5% | -3% | -18% | 1% | 1% | 3% | -10%
27 | O=[N+]([O-])c1ccc(C2=Nn3c(Cn4nnc5ccccc54)nnc3SC2)cc1 | 1% | 5% | -0.4% | -6 | -5% | -1% | ? | ? | 1% | -10% | -4%
28 | O=c1[nH]c(/C=C\c2ccc(O)c(O)c2)nc(O)c1[N+](=O)[O-] | -7% | 1% | -0.7% | -8 | 3% | -1% | -2% | ? | 2% | 17% | -8%
29 | CC1CCCCN1CC(=O)Nc1ccc2c(c1)OCO2 (configuration not stated) | 2% | -3% | -3.0% | 10 | -8% | 9% | 0% | 0% | 3% | -8% | 3%
30 | O=C(Nc1ccccc1C(=O)N/N=C/c1ccncc1)c1ccccc1 | 3% | -6% | 0.2% | 4 | -17% | -1% | ? | ? | -3% | -16% | -2%
31 | CC(=O)Nc1ccc(NC(=O)C23CC4CC(C2)CC(n2cnc(Br)n2)(C4)C3)cc1 | 3% | -1% | -0.8% | 12 | 4% | -1% | -3% | 0% | -4% | -1% | -5%
32 | COc1cccc(NC(=O)c2cccnn2)c1 | 5% | -14% | 0.2% | -1 | 11% | 0% | ? | 1% | 0% | -4% | -1%
33 | C=CCc1cc(/C=C/c2nc(O)c([N+](=O)[O-])c(=O)[nH]2)cc(OC)c1O | -1% | 10% | 0.3% | -6 | -2% | -4% | 4% | ? | 1% | ? | -3%

Individual results from the list.
PTAP TSG101 blk with COc1cccc(NC(=O)c2cccnn2)c1 = -1%
TSHR antagonist with CC1O[C@@H](O[C@H](C)CC/C=C/C(=O)O)C(O)C[C@H]1O (some centres not stated) = -6

Compound activity deposited in PubChem BioAssay by National Center for Advancing Translational Sciences (NCATS).
